# Source: PubChem (National Center for Advancing Translational Sciences (NCATS))
# S3 lipid droplet: qHTS Assay for Lipid Storage Modulators in Drosophila S3 Cells | Drosophila S3 cells, BODIPY lipid droplet fluorescence, 18-24 h; cells fed with added oleic acid | Potency in µM for hits, for the others lipid storage change, negative = inhibition, % at the top dose, mostly 46.1 µM | hit rate 0.64% among 320,000; active = well fitted inhibition curve with a large enough effect in the signal ratio, with a control signal flat, not every such curve was filed as active; inconclusive = small, poorly fitted or top-dose-only effect, or effect the other way, or a change in a side signal; the % refers to the signal ratio
#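 Laser-scanning cytometry quantifies lipid droplet accumulation (500–530 nm total intensity; droplet/cell object ratio) in oleic acid-fed (400 uM added) Drosophila S3 cells treated with a concentration series. 20 uM Triacsin C defined 100% inhibition.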
# S3 lipid droplet cell count max: further read-out of S3 lipid droplet, marked with its call; cell number change, %; measured here: cell count max response;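 cells counted by Cell Tracker Red CMTPX staining in the red channel; peak over a dose series mostly up to 46.1 µM; percent activity relative to internal control wells on each plate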
# * marks the source's active call; other numbers are inactive results; i = inactive; ? = inconclusive; . = not tested or not shown; [ ] = dose if it differs, or a comment. % is scaled to controls: 0 for no effect and ±100 for the full control effect; potency is read from the fitted curve at half-maximal effect. The list is partial, so the mix of outcomes need not match the whole.
Structure | S3 lipid droplet | S3 lipid droplet cell count max
CC1=NCCc2c1[nH]c1ccccc21 | ? | .
CCC(=NCCc1ccccc1)c1c(O)[nH]c(=O)[nH]c1=O | 0% | .
O=C(O)C1C2c3ccccc3C(c3ccccc32)C1C(=O)Nc1ccccc1 (stereo unspecified) | -15% | -10
CN(C)c1ccc(P(=S)(N(C)C)N(C)C)cc1 | ? | .
Brc1ccccc1 | ? | .
O=C(NC1CN2CCC1CC2)c1cccc(Cl)c1 (stereo unspecified) | -3% | 20
CC(C)CCC1(CCc2ccncc2)C(=O)NC(=O)NC1=O | 1% | -13
CC(=O)OC1N=C(c2ccccc2)c2cc(Br)ccc2NC1=O (stereo unspecified) | 21% | -2

# Complete entries, quoted from the list. Screens in order: S3 lipid droplet, S3 lipid droplet cell count max
# Entry for CC1=NCCc2c1[nH]c1ccccc21 = ?, .
# Entry for CCC(=NCCc1ccccc1)c1c(O)[nH]c(=O)[nH]c1=O = 0%, .
# Entry for Brc1ccccc1 = ?, .
# Entry for CC(C)CCC1(CCc2ccncc2)C(=O)NC(=O)NC1=O = 1%, -13
# Entry for CC(=O)OC1N=C(c2ccccc2)c2cc(Br)ccc2NC1=O (stereo unspecified) = 21%, -2

# Back to the main list; the 2 compounds before the break are reprinted first.
Structure | S3 lipid droplet | S3 lipid droplet cell count max
CC(C)CCC1(CCc2ccncc2)C(=O)NC(=O)NC1=O | 1% | -13
CC(=O)OC1N=C(c2ccccc2)c2cc(Br)ccc2NC1=O (stereo unspecified) | 21% | -2
OC1(CN2CCOCC2)C2CC3CC(C2)CC1C3 (stereo unspecified) | 8.2µM* | -6.8*
O=C(c1cccn2c(=O)c3ccccc3nc12)N1CCC2(CC1)OCCO2 | -11% | 26
O=[N+]([O-])c1cccc(NP(=O)(Oc2ccccc2)Oc2ccccc2)c1 | ? | .
CC(=O)c1ccccc1NC(=O)C1C2CCC(O2)C1C(=O)O (stereo unspecified) | 2% | -15
Cc1nn(-c2ccccc2)c(C)c1NC(=O)COC(=O)Cc1ccccc1 | i | .
CC(C)Oc1cccc(C(=O)C2CCCN(C3CCOCC3)C2)c1 (stereo unspecified) | 22% | 5
N[C@@]1(C(=O)O)CC[C@@H](C(=O)O)C1 | ? | .
CC(C(=O)c1ccccc1)N1C(=O)c2ccccc2C1=O (stereo unspecified) | ? | .

# Other compounds follow:
Structure | S3 lipid droplet | S3 lipid droplet cell count max
Cc1nc2c(=O)n(C)c(=O)nc-2n(C)n1 | ? | .
O=C(Cc1ccccc1)N1CCN(Cc2ccccc2Cl)CC1 | ? | .
CCOc1ccc(C2C(C#N)=C(N)Oc3c2c(=O)oc2ccccc32)cc1 (stereo unspecified) | ? | .
OC(Cn1c2ccccc2c2ccccc21)C[n+]1cccc2ccccc21 (stereo unspecified) | -24% | -11
CC(C)(C)c1cc(C=C(C#N)C#N)cc(C(C)(C)C)c1O | ? | .
CCOC(=O)c1c(C)n(CCOC)c2ccc(O)cc12 | i | .
O=C1C2CCCN2C(c2ccc(Cl)c(Cl)c2)N1c1ccccn1 (stereo unspecified) | 2% | 3
C[C@]12CCC(=O)C(O)=C1CC[C@@H]1[C@@H]2CC[C@]2(C)C(=O)CC[C@@H]12 | -1% | 8

# More entries
Structure | S3 lipid droplet | S3 lipid droplet cell count max
O=C(CN1C(=O)CN=C(c2ccccc2)c2ccccc21)NCc1ccco1 | i | 8
CN=C(SCc1cc2c(cc1Cl)OCO2)c1c(O)n(C)c(=O)n(C)c1=O | ? | .
CN1C(=O)C(C2c3ccccc3C(=O)N2Cc2ccccc2)C(=O)N(C)C1=O (stereo unspecified) | i | 3
Cn1c(=O)oc2cc(S(=O)(=O)Nc3cccc(C(=O)O)c3)ccc21 | ? | .
Cc1ccc2c(c1)CC1(CN2C)C(=O)NC(=O)N(c2ccc(C)c(C)c2)C1=O (stereo unspecified) | ? | .
FC(F)(F)c1ccc(CNCCc2ccc3c(c2)OCO3)cc1 | i | 21
CCOc1cc(C=C2C(=O)NC(=O)NC2=O)cc([N+](=O)[O-])c1O | 12% | -3
Cc1ccc(-c2cc(C(F)F)n3ncc(C(=O)N4CCC5(CC4)OCCO5)c3n2)cc1 | i | .

# More entries:
Structure | S3 lipid droplet | S3 lipid droplet cell count max
CCCCN1C(=O)/C(=C/c2ccc(N3CCCCCC3)cc2)C(=O)NC1=S | 4% | 1
CCCCn1c(O)c(C(C)=NCCCN(CC)CC)c(=O)[nH]c1=O | 23µM* | -0.1*
O=C(O)c1cccc2c1NC(c1cccc([N+](=O)[O-])c1)C1CC(Sc3ccccc3[N+](=O)[O-])C(Cl)C21 (stereo unspecified) | -6% | -8
CC(C)NC(C)C(=O)C12CC3CC(CC(C3)C1)C2 (stereo unspecified) | ? | .
Cc1cc([N+](=O)[O-])c(Cl)cc1NC(=O)C(C)C | 0% | 5
FC(F)(F)c1ccccc1CN1CCN(Cc2ccccc2)CC1 | i | 6
O=P(C(=Nc1ccc(Cl)cc1)N1CCOCC1)(N1CCOCC1)N1CCOCC1 | 2% | 0
COc1ccc(OC)c(CC(=O)N(C)C2CCCN(Cc3ccccc3F)C2)c1 (stereo unspecified) | ? | .

# Following part.
Structure | S3 lipid droplet | S3 lipid droplet cell count max
COC(=O)C1=C(c2ccc(-c3ccccc3)c(F)c2)C[C@@H]2CC[C@H]1N2C(=O)NCCCOC(C)C | ? | .
CN1CCC2(CC1)NC(=O)c1ccccc1N2 | 1% | 8
Cc1nn(Cc2ccccc2)c(Cl)c1C(=O)O | ? | .
C=CP(=O)(O)c1ccccc1 | -1% | 0
CCN1CCN(c2ncnc3ccc(Br)cc23)CC1 | i | .
Fc1ccc(C(OCCN2CCCC2)c2ccc(F)cc2)cc1 | ? | .
CN1CCN(c2ccc(S(=O)(=O)C(F)(F)F)cc2[N+](=O)[O-])CC1 | ? | .
CC(=NCCO)c1c(O)n(C2CCCCC2)c(=O)[nH]c1=O | -8% | 8

# (next part)
Structure | S3 lipid droplet | S3 lipid droplet cell count max
Fc1cccc(CN2CCN(c3ccc(Cl)cc3)CC2)c1 | -29% | -6
CNC(=O)Nc1ccc(C(O)(C(=O)OC)C(F)(F)F)cc1 (stereo unspecified) | ? | .
CC1(c2ccccc2)NCCN2C(=O)CSC21 (stereo unspecified) | ? | .
C=CCn1c(O)c(C(C)=Nc2ccc(NC(C)=O)cc2)c(=O)[nH]c1=O | ? | .
O=C(c1ccc(F)cc1)C(Cc1ccccc1)N1CCCCC1 (stereo unspecified) | ? | .
CCCOc1ccccc1C1SCC(=O)Nc2c1c(=O)[nH]n2C(C)CCC (stereo unspecified) | ? | .
Cc1ccccc1N1C(=O)NC(=O)/C(=C\c2cnn(-c3ccccc3)c2)C1=O | ? | .
CCCN(CCC)[C@@H]1CCc2cccc(O)c2C1 | 6% | 2

# (list continues)
Structure | S3 lipid droplet | S3 lipid droplet cell count max
O=c1[nH]c(Cl)ccc1CN1CCOCC1 | ? | .
CCOC(=O)c1c(C=O)c2ccccc2n1Cc1ccccc1 | 17% | 4
CCCCn1c(O)c(/C=C2/C=CC=N2)c(=O)[nH]c1=O | -2% | 9
O=P(NS(=O)(=O)c1ccc(Cl)cc1)(Oc1ccccc1)Oc1ccccc1 | 0% | 19
Cc1ccc(C(c2nnnn2Cc2ccccc2)N2CC=C(c3ccc(F)cc3)CC2)cc1 (stereo unspecified) | 5% | 0
C=CCn1c(O)c(C(C)=NCCCO)c(=O)[nH]c1=O | ? | .
C/C(=N/OC(=O)N(C)C)c1ncc(C(F)(F)F)cc1N1CCOCC1 | ? | .
O=C(CNC(=O)OCc1ccccc1)Nc1ccc(Br)cc1C(=O)c1ccccc1Cl | ? | .

# Continuation:
Structure | S3 lipid droplet | S3 lipid droplet cell count max
Cc1ccc(-n2c(/C=C/c3ccccn3)nc3ccccc3c2=O)cc1 | 6.5µM* | 28*
CC1(C)C(C(=O)NCc2ccco2)C1(C)C | -4% | 15
Cc1ccc(CN2CCSc3ccc(C(=O)N4CCC5(CC4)OCCO5)cc32)cc1 | ? | .
COc1ccccc1-n1c(/C=C/c2ccccn2)nc2ccccc2c1=O | ? | .
COc1ccccc1Cn1c(SCC(=O)C(C)(C)C)nc2cc(C(=O)N3CCC4(CC3)OCCO4)ccc2c1=O | 4% | 8
O=C(CCC(=O)N1CCC2(CC1)OCCO2)Nc1nnc(C(F)(F)F)s1 | 9% | 2
C=CCn1c(O)c(C(C)=NCCCN2CCOCC2)c(=O)[nH]c1=O | ? | .
COC(=O)C1=C(c2ccc(C(C)=O)cc2)C[C@@H]2CC[C@H]1N2C(=O)NCc1ccc2c(c1)OCO2 | ? | .

# Later entries.
# Values in the order: S3 lipid droplet | S3 lipid droplet cell count max
O=C1NC(=O)C(=Cc2coc3ccc(O)cc3c2=O)C(=O)N1
  1% | 4
CC(C)NC(=O)Cn1cc(C(=O)c2ccccc2F)c2ccccc21
  i | .
Clc1ccc2c(c1)C(c1ccccc1Cl)=NCc1nncn1-2
  9% | 1
CCCc1c(C)nc(-c2ccc(C)cc2)nc1OC(=O)N(C)C
  9% | 12
Cc1cccc(C)c1OP(N)(=O)Oc1c(C)cccc1C
  ? | .
O=P(C(c1ccc2c(c1)OCO2)N1CCOCC1)(N1CCOCC1)N1CCOCC1 (stereo unspecified)
  ? | .
COc1ccccc1-n1c(-c2cccs2)nc2ccccc2c1=O
  ? | .
CCOc1ccc(NC(=O)CCNC(=O)N2C[C@H]3C[C@@H](C2)c2cccc(=O)n2C3)cc1
  1% | 1
COC(=O)C1=C(c2cccc(OCc3ccccc3)c2)C[C@@H]2CC[C@H]1N2C(=O)NNCc1ccccc1
  ? | .
COc1cccc(CNC(=O)CCC(=O)N2C[C@H]3C[C@H](C2)c2cccc(=O)n2C3)c1OC
  21% | -3
CN1C(=O)CN=C(c2ccccc2)c2cc([N+](=O)[O-])ccc21
  1% | 17
O=C1CN=C(c2ccccc2)c2oc3ccc(Br)cc3c2N1
  8% | 11
CC(=NCCO)c1c(O)n(C)c(=O)n(C)c1=O
  ? | .
Cc1ccc(OCC(=O)N2CCN(Cc3ccc4c(c3)OCO4)CC2)cc1C
  12% | -5
NC(=O)C1(N2CCCCC2)CCN(Cc2ccccc2)CC1
  12% | .

# The results go on.
# Values in the order: S3 lipid droplet | S3 lipid droplet cell count max
CCCCCCN=C(C)c1c(O)n(Cc2ccccc2)c(=O)[nH]c1=O
  ? | .
COc1ccc(NC2=NC(C)(C)CS2)cc1
  ? | .
Cc1nc2ccccc2c(=O)n1-c1cccc(C(F)(F)F)c1
  ? | .
Cc1cccc(C)c1NC(=O)c1cccn(Cc2ccc3c(c2)OC(F)(F)O3)c1=O
  ? | .
Cc1cc(C)n(CCOC(=O)C2C(C=C(Cl)Cl)C2(C)C)n1 (stereo unspecified)
  ? | .
COC(=O)C1=C(c2cccc(OCc3ccccc3)c2)C[C@@H]2CC[C@H]1N2C(=O)NCc1ccc(C(C)(C)C)cc1
  i | -22
Cc1ccc(N2C(=O)NC(=O)/C(=C/c3ccc(OC(=O)c4cccs4)cc3)C2=O)cc1
  -9% | 14
CCC(=NCCCN(CC)CC)c1c(O)n(C2CCCCC2)c(=O)[nH]c1=O
  ? | .
CCCCCCN=C(C)c1c(O)n(CCCC)c(=O)[nH]c1=O
  13% | 0
O=C(c1ccccc1)c1cn(CC(=O)N2CCCC2)c2ccccc12
  -1%[9.22 µM] | -3
CC1=Nc2ccccc2/C1=C/c1c(O)[nH]c(=O)[nH]c1=O
  12% | 16
CC12CC(c3ccccc3O1)C(C(=O)OCc1ccccc1)C(=O)N2 (stereo unspecified)
  9% | 4
CCOC(=O)c1cc(CC)sc1/N=C/C1C(=O)NC(=S)NC1=O
  3% | 1
O=C(Nc1cccc(Cl)c1)c1c(O)c2c(n(Cc3ccco3)c1=O)CCCC2
  8% | -8
CCOC(=O)c1c(C)[nH]c(C(=O)C(C)N2CCCC2)c1C (stereo unspecified)
  ? | .

# Remaining list, next part.
# Values in the order: S3 lipid droplet | S3 lipid droplet cell count max
CC(=O)Nc1ccc(C(c2c(O)c3ccccc3oc2=O)c2c(C)n(C)n(-c3ccccc3)c2=O)cc1 (stereo unspecified)
  1% | 7
Cc1ccc(CN2CCN(CC(=O)N3CCC4(CC3)OCCO4)C2=O)cc1
  ? | .
CCn1c(O)c(C=Nc2cc(Cl)ccc2Cl)c(=O)n(CC)c1=O
  ? | .
CC(=NCCCn1ccnc1)c1c(O)n(Cc2ccccc2)c(=O)[nH]c1=O
  ? | .
Nc1ccc2nonc2c1[N+](=O)[O-]
  ? | .
Cc1ccccc1N1C(=O)NC(=O)/C(=C\c2ccc3c(c2)CCCN3Cc2ccccc2)C1=O
  ? | .
CCOc1cc2c(cc1OCC)-n1cccc1C(c1ccc(OC)c(O)c1)NC2 (stereo unspecified)
  -5% | .
Cn1cc(P(=O)(N2CCOCC2)N2CCOCC2)cc1P(=S)(N1CCOCC1)N1CCOCC1
  ? | .
COc1ccc(OCC(=O)N2CCN(CC3CC4C=CC3C4)CC2)cc1 (stereo unspecified)
  ? | .
O=c1[nH]c(=O)n(C2CCCCCC2)c(O)c1C=NC1CCN(Cc2ccccc2)CC1
  ? | .
CC1(C)Cc2c(sc3c2C(=O)NC(c2cccnc2)N3)CO1 (stereo unspecified)
  ? | .
O=C(/C=C/c1ccc2c(c1)OCO2)c1c(O)n(CCc2ccccc2)c(=O)[nH]c1=O
  ? | .
Cc1cc(N2CCCC2)ccc1C=C(C#N)C#N
  -8% | -6
CCCCOc1ccc(CCN)cc1Cl
  ? | .
CCC(=Nc1cc(OC)ccc1OC)c1c(O)[nH]c(=O)[nH]c1=O
  -10% | -9
